All columns: NCI-60 one-dose screen, growth in % after 48 h at 10 µM unless noted; 100 = growth as untreated, 0 = no growth, -100 = all killed.
UACC-62: UACC-62 melanoma. 81,000 tested, 5.4% active
MALME-3M: MALME-3M melanoma. 78,000 tested, 5.8% active. AID 1794766
SK-MEL-28: SK-MEL-28 melanoma. 81,000 tested, 4.1% active
LOX IMVI: LOX IMVI melanoma | 79,000 tested, 7.4% active | AID 1794757
SK-MEL-2: SK-MEL-2 melanoma; 77,000 tested, 4.7% active; AID 1794763
MDA-MB-435: MDA-MB-435 melanoma. 82,000 tested, 7.8% active. AID 1794794
SK-MEL-5: SK-MEL-5 melanoma | AID 1794755 | 80,000 tested, 6.4% active
UACC-257: UACC-257 melanoma; 78,000 tested, 4.4% active
Numbers without * were called inactive; x = no result given; & = joins results of further samples. Rule for the calls: active = growth percent below 10; inactive = the rest. The order is random, and some 13% of all compounds hit somewhere here.

Start of the listing, in advance, two compounds:
Molecule,UACC-62,MALME-3M,SK-MEL-28,LOX IMVI,SK-MEL-2,MDA-MB-435,SK-MEL-5,UACC-257
O=C1Nc2cc(Cl)ccc2/C1=C/c1cccc(OCc2ccccc2)c1,-33*,7.1*,4.1*,-83*,-32*,11,-98*,1.4*
CC(C)NC(=O)c1ccc(C(C)C)cc1,92,105,113,104,100,100,102,97

All compounds of this part, previewed entries included:
Molecule,UACC-62,MALME-3M,SK-MEL-28,LOX IMVI,SK-MEL-2,MDA-MB-435,SK-MEL-5,UACC-257
O=C1Nc2cc(Cl)ccc2/C1=C/c1cccc(OCc2ccccc2)c1,-33*,7.1*,4.1*,-83*,-32*,11,-98*,1.4*
CC(C)NC(=O)c1ccc(C(C)C)cc1,92,105,113,104,100,100,102,97
Cn1cc(-c2nc(-c3c[nH]c4ncc(Br)cc34)cs2)c2cccnc21,53,71,80,62,51,65,x,95
Cc1nc(Nc2ccc(OCc3c(-c4ccccc4)no[n+]3[O-])cc2)c2c(C)nn(-c3ccccc3)c2n1,90,101,102,97,121,105,98,109
c1cnc2nc3c4ccccc4c4ccccc4c3nc2c1,76,x,109,58,82,91,76,96
O=c1oc2cc(O)ccc2cc1-c1c[nH]c2ccccc12,78,93,99,90,93,50,88,72
CC(=O)OCC1OC2OC(C)(C)OC2C1O (configuration not stated),106,113,103,97,x,100,105,94
O=C1OCCN1c1ccccc1,98,133,108,99,103,111,103,93
CC(C)C=C(C(=O)O)C(=O)O,103,107,112,105,109,115,107,94
COc1cccc(C2CC(c3ccc(Nc4nc(Nc5ccc(Cl)cc5)nc(Nc5ccc(Cl)cc5)n4)cc3)=NN2C(C)=O)c1 (configuration not stated),108,163,117,107,64,93,97,105
COc1ccc(Nc2n[nH]c(N)c2C(=O)Nc2ccc(C)cc2)c(OC)c1,76,96,104,101,77,37,86,89
Nc1ccc(Nc2ccc(N)cc2)cc1,83,105,107,93,114,104,83,101
CC[C@@H](C)/C=C(C)/C=C/C(O)=C1\C(=O)N[C@@H]([C@H](O)c2ccc(OC(=O)[C@@]34CC[C@@](C)(C(=O)O3)C4(C)C)cc2)C1=O,101,x,108,96,101,109,113,110
N#Cc1nc(-c2ccccc2)oc1S(=O)(=O)N1CCN(c2ccc(F)cc2)CC1,76,52,95,15,95,68,86,87
CN(Cc1ccccc1)c1ccc(SC#N)cc1,97,82,101,45,98,95,98,102

Further structures
Molecule,UACC-62,MALME-3M,SK-MEL-28,LOX IMVI,SK-MEL-2,MDA-MB-435,SK-MEL-5,UACC-257
COc1ccccc1NC(=O)c1nc(-c2cc(OC)c(OC)c(OC)c2)n(-c2ccc(F)c(F)c2)n1,67,103,87,95,77,43,67,93
Cc1cc(C)c2c(Nc3ncnc4c3sc3ncccc34)n[nH]c2n1,101,117,99,98,104,103,102,101
Cn1cnc([N+](=O)[O-])c1N1c2ccncc2Sc2ccncc21,81,84,149,79,94,110,92,101
CC1(C)SC2C(NC(=O)Cc3ccccc3)C(=O)N2C1C(=O)O (configuration not stated),105&108,102&92,108&109,90&99,108&114,108&96,101&102,102&93
COC1CC(C)C(OC)c2cc(O)cc(c2O)NC(=O)/C(C)=C/C=C\C(C)C(OC(N)=O)/C(C)=C\C(C)C1OC (configuration not stated),-28*,32,x,5.8*,39,13,-11*,14
O=S(=O)(NCCNc1nccc(-c2c(-c3ccc(F)c(O)c3)nc3sccn23)n1)c1ccccc1,-0.8*,1.5*,17,28,13,34,58,16
COc1ccc(/C=c2\c(=O)n(-c3ccccc3)c3nnc(N4NC5=C(CCc6ccccc65)C4c4ccc(Cl)cc4)n23)cc1 (configuration not stated),66,93,107,86,95,93,94,105
O=Cc1cn(S(=O)(=O)c2cccc3ccccc23)c2ccccc12,74,86,98,91,97,102,95,98
CCCCCCCCCCCCc1ccc(C(=O)/C=C/C(=O)O)cc1,-17*,69,26,-62*,93,109,92,96
S=C1SCN(Cc2cccs2)CN1Cc1cccs1,94,107,109,93,99,93,94,94
NC(=S)N/N=C\c1nccc2c(N)cccc12,-29*,3.2*,45,5.3*,39,30,11,7.4*
CC1(C)C(=O)/C(=C\c2ccc(C(F)(F)F)cc2)C[C@]2(C)[C@H]3CC[C@@H]4[C@H]5[C@H](C(=O)/C=C/c6ccc(C(F)(F)F)cc6)CC[C@]5(C(=O)O)CC[C@@]4(C)[C@]3(C)CC[C@@H]12,74,97,95,67,88,81,82,89
COc1ccc(S(=O)(=O)NCCNc2nccc(-c3cn(-c4ccccc4)nc3-c3ccc(Cl)c(OC)c3)n2)cc1,94,119,114,98,92,117,90,x
NC(=O)NNC(=O)NNC(N)=O,x,x,108,103,105,103,98,91
O=C(O)CCCC(=O)c1ccccc1,99,90,107,89,104,103,100,94

Given with two lines to a compound: part of the list above.
Every second line gives: UACC-62 | MALME-3M | SK-MEL-28 | LOX IMVI | SK-MEL-2 | MDA-MB-435 | SK-MEL-5 | UACC-257
> CCCCCCCCCCCCc1ccc(C(=O)/C=C/C(=O)O)cc1
→ -17* | 69 | 26 | -62* | 93 | 109 | 92 | 96
> O=Cc1cn(S(=O)(=O)c2cccc3ccccc23)c2ccccc12
→ 74 | 86 | 98 | 91 | 97 | 102 | 95 | 98

(list continues)
Molecule,UACC-62,MALME-3M,SK-MEL-28,LOX IMVI,SK-MEL-2,MDA-MB-435,SK-MEL-5,UACC-257
COc1cc(-c2nc(SCCC(C)C)nc(NC(C)(C)C)c2C#N)cc(OC)c1OC,84,107,100,100,100,94,102,107
O=[N+]([O-])c1ccc(C=C2C(Cl)=C(Cl)C(Cl)=C2Cl)cc1,72,108,107,x,102,76,121,68
C=C(C)[C@@H]1CC[C@]2(C(=O)NC(C)=O)CC[C@]3(C)[C@H](CC[C@@H]4[C@@](C)(CCCNC(C)=O)[C@H](C(=C)C)CC[C@]43C)[C@@H]12,69,63,82,81,98,82,70,79
O=C(c1ccccc1)N(O)c1ccccc1,102,118,108,96,106,105,107,94
Nc1nc(CSc2n[nH]c(N)n2)nc(Nc2ccccc2F)n1,96,99,103,99,108,98,100,106
O=C(O)C1=C(C(=O)O)C2CCC1C2,105,102,105,100,100,107,106,100
Cc1ccc(C(=O)C[n+]2ccn(CC(=O)Nc3cccc4cccnc34)c2)cc1,81,83,97,88,91,98,89,83
COc1ccc(-c2ccc3c4c(cccc24)C(=O)N(N2C(=O)c4cccc5cccc(c45)C2=O)C3=O)cc1,97,93,106,x,111,99,100,105
C=C(C)[C@@H]1CC2Cc3c(C)cc(C)cc3N1O2 (some centres not stated),82,x,108,95,x,110,104,99
COc1ccc2c(c1)C(=O)c1c-2c(OCCN2CCCCC2)nc2ccc(OC)cc12,21,x,72,-53*,7.8*,24,22,32
CC(C)(C)CC(C)(C)Nc1c(-c2c(O)c3ccccc3oc2=O)nc2sccn12,91,94,102,100,97,104,97,81
C/C(=C\C(=O)c1ccccc1)c1ccccc1,85,125,118,112,120,101,105,108
CC(C)CCn1c(=O)c2c(ncn2C)n(C)c1=O,105,102,105,96,106,106,94,105
CC(C)CN1C(=O)[C@@]2(Oc3ccccc3[C@H]3CC(c4ccc(Br)cc4)=NN32)c2ccccc21,56,82,97,47,76,82,51,94
COc1ccc(-c2nnc(COc3ccccc3Cl)o2)cc1,89,98,97,97,97,100,107,100

More structures follow:
Molecule,UACC-62,MALME-3M,SK-MEL-28,LOX IMVI,SK-MEL-2,MDA-MB-435,SK-MEL-5,UACC-257
COc1cccc(COc2ccc(Nc3ncnc4onc(-c5ccccc5)c34)cc2)c1,73,101,95,95,108,86,86,95
CO[C@@]1(NC(=O)C2SC(=C(C(N)=O)C(=O)O)S2)C(=O)N2C(C(=O)O)=C(CSc3nnnn3C)CSC21 (some centres not stated),111,104,113,97,109,106,98,123
C(=C\c1nnc(-c2cc(-c3ccccc3)n[nH]2)o1)/c1ccc2c(c1)OCO2,95,122,94,95,117,93,100,96
COc1cc(C2CC(c3ccc(F)cc3)=NN2C=O)ccc1OCc1cc(OC)c(OC)c(OC)c1 (configuration not stated),64,91,108,90,x,99,83,77
CC(=O)N[C@H](C(=O)N[C@@H](CCCNC(=N)N)C(=O)N[C@@H](CCCCN)C(=O)N[C@@H](CCCNC(=N)N)C(=O)NC(C(=O)N[C@@H](CC(C)C)C(=O)N[C@@H](CCCNC(=N)N)C(=O)N[C@@]1(C)CCC/C=C\CCC[C@@](C)(C(=O)N[C@@H](CCCNC(=N)N)C(=O)N[C@@H](CCC(=O)O)C(=O)N[C@@H](CC(C)C)C(=O)N[C@H](C(=O)N[C@@H](CCC(=O)O)C(N)=O)C(C)C)NC(=O)[C@H](CCC(N)=O)NC(=O)[C@H](CC(C)C)NC(=O)[C@H](CC(C)C)NC1=O)[C@@H](C)O)C(C)C (some centres not stated),-68*,-69*,-38*,33,-6.8*,-12*,-84*,x
Cc1ccc2nc3[nH]c(=O)[nH]c(=O)c3c(N)c2c1,47,x,98,75,98,91,84,89
CCCNc1nc2ccccc2c2c(=O)c3cc(Cl)ccc3sc12,77,85,100,71,93,84,77,94
CN(C)c1cccc2c(S(=O)(=O)Nc3cccc(-c4csc(NC(=O)CCCCCN5CCN(c6cccc7c6C(=O)N(C6CCC(=O)NC6=O)C7=O)CC5)n4)c3)cccc12 (configuration not stated),100,111,115,106,124,116,95,109
NC(=S)n1cccn1,99,94,151,108,93,96,110,x
Cn1cc(-c2nn3cc(-c4ccncc4)nc3s2)c2cc(F)ccc21,76,66,105,10,100,83,88,111
C=CCOC(=O)C1=C(C)NC2=C(C(=O)CC(C)(C)C2)C1c1cccc(O)c1 (configuration not stated),87,95,106,107,96,105,96,101
CN(C)CCCNC(=O)c1cncnc1Nc1ccc2c(ccn2Cc2cccc(F)c2)c1,100,82,90,77,107,80,91,84
Cc1nc(-c2ccc(Br)cc2)ccc1C(=O)N/N=C/c1ccccc1,94,103,113,98,96,104,100,97
COc1cc(NC(=O)NCc2ccco2)ccc1-c1ccc(NC(=O)NCc2ccco2)cc1OC,45,78,80,45,76,76,31,51
CCN(CC)CCCNc1c2c(nc3c(Cl)cccc13)CCCC2,115,111,106,95,92,107,104,99

Continuation:
Molecule,UACC-62,MALME-3M,SK-MEL-28,LOX IMVI,SK-MEL-2,MDA-MB-435,SK-MEL-5,UACC-257
COc1c(F)ccc(C(=O)Nc2ccc3nc(NC(=O)C4CCCN(S(=O)(=O)C5CC5)C4)sc3c2)c1F (configuration not stated),45,43,56,25,55,39,-44*,21
Cc1cccc[n+]1CC(=O)c1ccc(Br)cc1,112,104,99,100,106,105,101,108
Nc1nc2c(s1)CCc1c-2c(Br)n(Cc2ccccc2)c1-c1ccccc1,81,103,97,89,102,103,87,89
Cc1cccc(NC(=O)Nc2cccc(C)c2)c1,98,100,110,102,106,102,100,105
CC(=O)COC(=O)c1ccccc1,109,114,113,102,x,119,106,105
COc1ccc(-c2cn3ccnc3c(-c3ccc4ncn(C5CCCCC5)c4c3)n2)cc1,35,x,52,30,5.7*,-19*,7.7*,74
CCCCCCOc1cccc(/C=C2\N=C3SCCCN3C2=O)c1,84,127,114,91,105,104,x,113
CC(=O)NNc1ccc2nnc(-c3ccccc3)n2n1,99,99,107,99,102,103,x,109
CCN(CC)CC(Cc1ccccc1)OC(=O)Nc1ccccc1 (configuration not stated),98,113,114,95,114,94,117,95
Ic1ccc(I)cc1,98,88,106,98,113,98,107,96
COC(=O)C1=C(C)NC(C)=C(C(=O)OCc2ccccc2)C1c1cccc(C#N)c1 (configuration not stated),62,76,72,38,96,64,62,78

Look-ups from the entries so far.
S=C1SCN(Cc2cccs2)CN1Cc1cccs1 in SK-MEL-5 is entered as 94
CN(C)c1cccc2c(S(=O)(=O)Nc3cccc(-c4csc(NC(=O)CCCCCN5CCN(c6cccc7c6C(=O)N(C6CCC(=O)NC6=O)C7=O)CC5)n4)c3)cccc12 (configuration not stated) in LOX IMVI is entered as 106
CCN(CC)CCCNc1c2c(nc3c(Cl)cccc13)CCCC2 in MDA-MB-435 is entered as 107
Cc1cc(C)c2c(Nc3ncnc4c3sc3ncccc34)n[nH]c2n1 in UACC-257 is entered as 101
